Screens: PubChem, several laboratories
TNF necrop inh: TNF-alpha cell death inhibition in Jurkat FADD-/- cells | Jurkat FADD-/- TNF necroptosis rescue, ATP luminescence, 24 h; 0 = TNF only, 100 = no-TNF cells | activation (protection from cell death), % at 10 µM | 0.068% of 220,000 active | AID 463075;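 active = activation, meaning protection from cell death, of at least 50% relative to plate controls; inactive = activation below 50%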;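 also: necroptosis triggered by 40 ng/mL TNF-alpha added together with compound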
PERK inhibitor: human PERK inhibition, primary cell-based screen | Q9NZJ5 | CHO PERK-DD fusion, SEAP luminescence translation reporter | inhibition, % at 5.6 µM | 0.17% of 220,000 active | AID 1416;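 active = inhibition above the mean inhibition of all tested compounds plus 3 SD, set separately per screening campaign, cut at about 2.9% in these data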;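 also: PERK kinase domain activated by AP20187 dimerizer at 100 nM; 0% = DMSO with dimerizer and 100% = rapamycin at 8.4 µM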
EP2 modulator: modulates human prostaglandin E2 receptor EP2 signaling; P43116; EP2-expressing cells, cAMP HTRF FRET, PGE2 co-stimulation; induction, % at 25 µM; 0.83% of 260,000 active;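 active = compounds whose cAMP rise, as percent of the full-agonist control response, exceeds 60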;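 also: rat C6 glioma line stably carrying human EP2 under a CMV promoter; the protocol text gives 20 µM as final concentration; 100% = response of wells given 1 µM PGE2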
Target sequence (P43116 whole entry, looked up): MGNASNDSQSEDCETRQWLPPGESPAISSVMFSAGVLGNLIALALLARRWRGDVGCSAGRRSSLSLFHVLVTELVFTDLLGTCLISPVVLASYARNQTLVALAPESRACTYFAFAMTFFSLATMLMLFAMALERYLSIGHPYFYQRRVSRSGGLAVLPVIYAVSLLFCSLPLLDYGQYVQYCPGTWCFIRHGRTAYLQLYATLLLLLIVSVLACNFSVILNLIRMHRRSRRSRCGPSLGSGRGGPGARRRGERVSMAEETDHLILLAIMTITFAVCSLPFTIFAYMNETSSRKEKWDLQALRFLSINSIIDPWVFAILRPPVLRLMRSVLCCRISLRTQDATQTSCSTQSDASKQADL
Hck Nef HTS: human Hck-Nef kinase inhibition. P08631. Recombinant Hck-YEEI plus Nef, Z-Lyte FRET kinase assay. inhibition, % at 20 µM. 0.68% of 220,000 active;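 active = Hck-Nef kinase inhibition above about 50%, limit read from the data; inactive = inhibition below that limit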;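 also: 0% = DMSO with Hck plus Nef and 100% = Hck alone without Nef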
EP2 antag: EP2 receptor (human) inhibition | 0.52% of 260,000 active | inhibition, % at 25 µM | P43116 | C6 glioma cells expressing human EP2, cAMP TR-FRET; cells stimulated with saturating PGE2 | AID 1422;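 active = percent inhibition above 40 after rounding to a whole number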;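 also: rat C6 glioma host cells with rolipram phosphodiesterase inhibitor present; the protocol text gives 20 µM as final concentration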
zVAD death inh: L929 zVAD cell death inhibition | viability rescue, % at 10 µM | L929 zVAD necroptosis rescue, ATP luminescence, 24 h; with zVAD 60 µM | AID 1377 | 0.38% of 220,000 active;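 active = activation, scaled between plate controls, above about 75%, limit read from the data; inactive = activation under that limit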;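 also: 0% = zVAD with DMSO and 100% = DMSO alone without zVAD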
Runt-CBFb FRET: blocks binding of human RUNX1 Runt domain to CBFb; inhibition, % at 20 µM; Cerulean-Runt/Venus-CBFb FRET ratio 530/480, 1 h; 0.46% of 220,000 active; Q01196+Q13951;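 active = inhibition over about 50% at 20 µM in the single-dose screen, limit read from the data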;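 also: 0% = DMSO wells and 100% = excess unlabeled CBFb competitor control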
Target sequence (Q01196 whole entry, looked up, the tested form may be a part): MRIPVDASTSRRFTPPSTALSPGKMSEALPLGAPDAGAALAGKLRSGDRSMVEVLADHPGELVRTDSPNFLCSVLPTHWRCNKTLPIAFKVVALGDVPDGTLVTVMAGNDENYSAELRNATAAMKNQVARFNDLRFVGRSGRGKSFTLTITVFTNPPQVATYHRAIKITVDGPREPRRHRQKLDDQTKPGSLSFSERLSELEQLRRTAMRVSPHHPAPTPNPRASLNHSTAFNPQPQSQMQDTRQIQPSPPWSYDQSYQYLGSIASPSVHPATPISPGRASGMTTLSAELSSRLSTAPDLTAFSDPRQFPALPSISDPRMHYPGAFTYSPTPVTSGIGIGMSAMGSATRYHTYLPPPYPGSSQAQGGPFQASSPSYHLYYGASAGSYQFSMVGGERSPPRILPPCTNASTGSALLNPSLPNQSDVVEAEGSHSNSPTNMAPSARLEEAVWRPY
Target sequence (Q13951 whole entry, looked up, the tested form may be a part): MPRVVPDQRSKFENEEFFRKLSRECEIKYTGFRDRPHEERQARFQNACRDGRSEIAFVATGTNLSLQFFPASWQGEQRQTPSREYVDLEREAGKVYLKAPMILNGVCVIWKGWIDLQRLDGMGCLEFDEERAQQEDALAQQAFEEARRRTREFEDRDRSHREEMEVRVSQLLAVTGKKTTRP
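Buffer or medium: Tris pH 7.5 buffer with BSA. Assay system: Cerulean-labeled Runt domain protein. Amount: each fluorescent fusion protein 100 nM. Read-out basis: loss of energy transfer signal. Incubation: 1 h compound exposure, room temperature. Probe or stimulus: Venus-CBFb binding partner, 100 nM. Detection: FRET, excitation 422 nm, emission at 530 and 480 nm.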
Runt-SMMHC FRET: inhibitors of human RUNX1 Runt domain binding to CBFb-SMMHC. inhibition, % at 20 µM. AID 1434. Q01196+Q13951. Cerulean-Runt/Venus-CBFb-SMMHC FRET ratio 530/480, 1 h. 0.74% of 220,000 active;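 active = mean inhibition across duplicate retests at 20 µM reaching about 50%, limit read from the data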;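 also: 0% = DMSO wells and 100% = wells with excess untagged CBFb-SMMHC; inhibitors lower the FRET ratio by blocking Runt binding to CBFb-SMMHC; some results filed as inactive read as strong as hits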
RBBP9 inh: human RBBP9 hydrolase inhibition | O75884 | recombinant RBBP9, FP-Rh probe fluorescence polarization | inhibition, % at 7.94 µM | 0.2% of 220,000 active | AID 1515;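 active = inhibition above the campaign mean of all tested compounds plus 3 SD, cut at about 14% in these data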;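 also: plate controls were DMSO wells with RBBP9 for no effect and wells lacking RBBP9 protein for full effect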
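System: RBBP9 protein / Buffer or medium: Tris/NaCl buffer pH 8.0 with 0.1% Pluronic / Probe or stimulus: Serine-hydrolase probe FP-Rh, 375 nM pre-mixing / Dosing: 7.94 µM single dose, 0.794% DMSO / Times: enzyme-compound preincubation 30 min, then probe labeling 45 min, 25 °C / Technique: fluorescence polarization (mP), excitation 525 nm, emission 598 nm / Replication: singlicate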
* hit, by the source's call; · = no result given; & = joins results of further samples; ! = a repeat was not active. An excerpt; rates above refer to the full screens.

SMILES,Runt-CBFb FRET,EP2 antag,zVAD death inh,TNF necrop inh,PERK inhibitor,EP2 modulator,Runt-SMMHC FRET,Hck Nef HTS,RBBP9 inh
C/C=C(/C)C(=O)Nc1cccc(C2=NOC3(C2)C[C@H](C(N)=O)N(C(=O)Cc2ccc([N+](=O)[O-])cc2)C3)c1 (stereo not given in full),-0.3,14.4,0.0,2.1,·,23.9,6.2,24.6,·
Cc1cc2nnc(SC(C)C#N)n2c2ccccc12 (stereo not given),9.1,13.4,0.0,-1.3,-0.8,26.5,5.4,0.7,-5.2
CC(C)N(C(=O)CSc1nnc(NC(=O)c2cccs2)s1)C(C)C,-5.2,6.6&4.8,-0.9,0.2,0.6,-3.8&2.9,-11.2,6.5,-5.2
COc1cc(CNCCc2ccccc2F)ccc1OCc1ccc(Cl)nc1,-2.4,-1.7,-0.9,1.2,-1.4,-9.2,1.6,5.6,-2.3
Cc1nnc(NC(=O)C2CCN(c3nnnn3-c3ccccc3)CC2)s1,-0.2,4.3&11.1,0.5,-2.7,1.9,-5.3&4.7,3.0,1.2,0.5
C/C(=N\NC(=O)c1ccccc1F)c1ccc2c(c1)Nc1ccccc1S2,-1.1,6.3,26.1,4.9,0.9,5.2,-32.8,-3.3,8.1
O=C(CSCc1cccc(Br)c1)N/N=C/c1ccc2c(c1)OCO2,·,3.7,0.2,-2.1,0.9,-18.5,-7.9,1.2,-5.0
Cc1nnc(Sc2nc3c(c(=O)n(C)c(=O)n3C)n2Cc2ccccc2Cl)s1,·,0.8,-0.6,-1.2,0.2,·,·,8.8,-5.3
COc1ccc(OC)c(S(=O)(=O)N2CCC(C(=O)N3CCc4ccccc4C3)CC2)c1,0.4,10.7,-0.1,-2.1,-0.5,-28.6,-2.6,1.2,2.7
CCOc1ccc(C(=O)Nc2cccc(-c3cc4ccccc4oc3=O)c2)cc1[N+](=O)[O-],-1.6,20.4,54.2,-12.3,0.0,1.2,-1.9,0.9,-9.9
COCCNC(=O)C(c1ccc(C)o1)N(Cc1ccco1)C(=O)c1snc(C(N)=O)c1N (stereo not given),1.1,8.2,0.4,-1.2,-0.4,13.9,8.0,14.9,-6.1
COc1ccc(CCN2CCC(Nc3nc4ccccc4n3Cc3ccc(F)cc3)CC2)cc1,-1.9,15.4&19.3,-1.9,-24.9,-2.4,-57.8&-27.9,2.1,2.3,-5.6
COc1ccc(CCNC(=O)COc2ccc(C)nc2[N+](=O)[O-])cc1,-1.0,5.9,0.6,-1.0,-0.2,6.6,-4.3,-15.7,-10.7
Cc1ccc(S(=O)(=O)N2CC=C(C(=O)NCc3ccc(F)cc3)CC2)cc1,5.5,7.2,·,-0.8,-0.8,0.7,4.1,0.8,-0.9
CC1=CC(C)(C)N2C(=O)C(=Nc3ccc(O)cc3)c3cccc1c32,20.6,12.3,0.3,-16.9,0.8,51.3,-0.9,36.7,4.9
Cc1sc2nc(CC(=O)NN)[nH]c(=O)c2c1C,11.2,6.0,0.1,0.2,0.2,14.4,5.4,-8.2,3.3
COC(=O)Cc1ccc(NC(=S)NC(C)(C)C)cc1,0.4,4.8,0.2,-0.7,0.8,1.7,1.3,-1.7,8.0
CCOC(=O)c1ccccc1NC(=O)CSc1nnnn1C1CCCCC1,-3.0,3.2&9.0,0.4,1.4,-1.4,63.6*!,1.9,6.3,-0.4
CCCN1CCN(c2ccc([N+](=O)[O-])cc2C#N)CC1,-1.2,8.6,0.8,-0.4,0.1,-3.8,-3.2,-0.3,-5.4
O=C(OCC(=O)N1CCCC1=O)C1COc2ccccc2O1 (stereo not given),-0.9,8.1,2.3,-0.4,-0.7,20.2,-0.6,-23.6,7.7
CCN(CC)CCNC(=O)c1ccc(CS(=O)(=O)c2ccc(Br)cc2)o1,·,1.7,0.1,-0.9,-0.1,-18.3,-8.7,12.2,-6.9
O=C(Nc1ccccc1C(=O)N1CCCC1)c1cccc(S(=O)(=O)N2CCCCC2)c1,-0.2,8.6,-0.1,-0.8,-0.8,13.0,2.5,0.5,-2.5
CCN(c1ccccc1)S(=O)(=O)c1ccc(Cl)c(NC(=O)COC(=O)c2ccc[n+]([O-])c2)c1,-3.4,3.9,0.1,-2.9,0.1,23.3,-2.5,4.4,-4.9
Cc1ccc(-n2cccc2C(=S)N=P(N(C)C)(N(C)C)N(C)C)cc1,10.7,11.3,-1.0,1.4,-0.3,11.6,7.5,-0.3,-5.8
Cc1conc1NC(c1cccs1)c1ccc2cccnc2c1O (stereo not given),8.9,9.6,19.0,-12.2,-0.6,-16.5,3.1,-1.3,-3.3
O=C(O)C1CSC(c2ccccc2Cl)N1C(=O)c1ccc(Cl)cc1 (stereo not given),-6.2,11.3,0.9,1.2,1.2,47.6,-3.2,5.7,-5.5
COCCNC(=O)c1ccc2c(c1)ncn2-c1ccc(F)c(F)c1,-0.5,21.9,75.2*,-3.2,0.2,-6.3,-5.2,5.4,-3.2
CCNC(=O)c1ccc(-n2nc(C(F)(F)F)c3c2CCCC3)cc1,-0.9,9.8,0.4,-1.6,-0.6,-9.8,-0.2,-0.7,-7.6
COCCn1c(-c2ccccc2)nc2ccccc21,-1.0,3.9,·,-0.9,-0.3,10.5,1.1,1.4,-2.3
CCC(=O)Oc1ccc2oc(=O)cc(C)c2c1,0.0,7.5,0.6,2.8,1.6,15.4,-1.6,3.3,-7.9
Cc1cc(NC(=O)C(C)SCC(=O)O)no1 (stereo not given),0.6,4.1,0.6,-0.1,0.3,2.8,-1.2,7.8,-3.1
Cn1c(CNC(=O)OC(C)(C)C)n[nH]c1=S,·,7.4&6.7,3.9,1.0,0.9,10.5&19.5,·,18.1,-2.1
CCSc1nnc(-c2ccc(C)cc2)c2ccccc12,-2.0,14.5,1.6,13.2,0.6,11.4,0.9,1.3,-3.7
O=C(CC1SC(N2CCCCC2)=NC1=O)Nc1cccc(C(F)(F)F)c1 (stereo not given),-4.0,13.8,0.6,-0.3,0.3,-20.2,-4.3,0.2,-4.2
Cc1ccc(C(=O)Nc2ccccc2C(=O)N2CCCC2)cc1[N+](=O)[O-],-1.6,1.6,0.4,1.9,-0.7,0.2,1.2,0.5,-4.2
O=C(c1cccc(NS(=O)(=O)c2ccc(F)c(F)c2)c1)N1CCN(Cc2ccccc2)CC1,-5.4,3.1,0.9,0.6,0.1,14.4,2.9,2.1,-7.0
Brc1cccc(-c2nnc(SCc3ccon3)n2-c2ccccc2)c1,0.2,4.8,-0.4,-1.0,-0.5,52.4,0.6,1.7,-4.5
CCc1nnc(NC(=O)CSc2nc(C3CCCCC3)nc3ccccc23)s1,0.8,10.5,4.5,-3.3,0.6,50.1,4.5,0.9,1.0
NC(=S)N/N=C1\CC(c2ccc3c(c2)OCCCO3)Oc2ccc(F)cc21 (stereo not given),6.8,10.1,-0.4,-6.6,-2.1,23.1,-5.6,10.9,-1.9
CCN1C(=O)c2cccc3c(S(=O)(=O)Nc4ncccc4C)ccc1c23,-4.3,22.2,3.1,-4.4,0.0,9.8,-8.0,5.5,1.2

Profiles as entered above. Values in the order: Runt-CBFb FRET | EP2 antag | zVAD death inh | TNF necrop inh | PERK inhibitor | EP2 modulator | Runt-SMMHC FRET | Hck Nef HTS | RBBP9 inh
O=C(CC1SC(N2CCCCC2)=NC1=O)Nc1cccc(C(F)(F)F)c1 (stereo not given) is entered as -4.0 | 13.8 | 0.6 | -0.3 | 0.3 | -20.2 | -4.3 | 0.2 | -4.2
NC(=S)N/N=C1\CC(c2ccc3c(c2)OCCCO3)Oc2ccc(F)cc21 (stereo not given) is entered as 6.8 | 10.1 | -0.4 | -6.6 | -2.1 | 23.1 | -5.6 | 10.9 | -1.9

Next structures.
SMILES,Runt-CBFb FRET,EP2 antag,zVAD death inh,TNF necrop inh,PERK inhibitor,EP2 modulator,Runt-SMMHC FRET,Hck Nef HTS,RBBP9 inh
C=CCn1c(=O)c2c(nc3n2CC(C)CN3c2cccc(OC)c2)n(C)c1=O (stereo not given),1.7,10.7,-0.4,-3.3,-0.4,1.2,1.6,1.2,-8.1
CCC(C(=O)OCC(=O)Nc1ccc(OC)cc1OC)c1ccccc1 (stereo not given),-1.4,8.8,-0.1,-0.1,0.8,-14.2,2.3,5.4,-4.9
C=CCN(C(=O)c1cccc(C(F)(F)F)c1)C1(C(=O)Nc2ccccc2)CCN(C(C)C)CC1,0.2,6.9,2.9,2.0,-0.2,-4.8,2.0,22.9,-1.9
COc1ccc(CCNCC(=O)Nc2ccc(C)c(S(=O)(=O)N(C)C)c2)cc1OC,0.0,5.2,-0.5,1.8,-0.5,-37.0,-2.7,7.5,-1.0
Cn1c(NC(=O)c2ccc(Br)o2)cc(=O)n(C)c1=O,3.1,11.4,-0.4,-0.8,0.6,7.2,4.5,-1.3,4.1
O=C(NC(=S)NNC(=O)c1ccccc1F)c1cccnc1,11.7,7.6,-0.1,1.0,1.6,2.3,-1.8,-10.7,-3.9
CCOC(=O)c1c(OCCO)noc1N,2.6,2.3,0.5,0.2,0.4,15.6,0.4,-13.4,-5.8
C/C(=N\NC(=O)CCC(=O)Nc1ccccc1)c1cccs1,-1.1,6.3,-0.2,2.1,1.5,16.5,-5.2,2.3,-5.1
Oc1ccccc1/C=N/Nc1cccc2cccnc12,·,2.6,0.8,-7.5,0.8,2.3,-5.9,-0.3,0.1
O=C1S/C(=C\c2ccc(O)c([N+](=O)[O-])c2)C(=O)N1c1ccccc1Cl,-1.6,2.5,-1.8,-1.1,0.7,-23.6,-8.4,16.5,-0.8
COc1ccc(C(=O)N2CCCC(C(=O)N3CCCCCC3)C2)cc1 (stereo not given),-0.9,-0.7,-0.7,2.0,-0.7,-4.6,2.0,56.9*,-8.2
O=C(Nc1cccc(S(=O)(=O)C(F)F)c1)c1ccc(S(=O)(=O)N2CCCCC2)cc1,-1.8,6.2,5.2,2.9,-0.8,-38.1,2.1,19.9,-11.4
CC(C)Cn1c(=O)c(C(=O)N/N=C/c2cccc(F)c2)c(O)c2ccccc21,-3.8,3.3,1.2,0.8,0.6,25.7,-1.1,2.6,-1.4
Cc1ccc(-c2nnn(CC(=O)N(Cc3ccco3)C(C(=O)NC(C)(C)C)c3cccs3)n2)o1 (stereo not given),-1.3,11.4,-0.6,-2.8,-1.4,30.2,-5.8,1.3,-5.8
COc1ccccc1/C=[N+](\[O-])C1SC(=S)N(C)C1(C)C (stereo not given),-2.9,3.6,0.6,1.1,-0.4,13.6,0.2,16.4,-4.7
